# LGR2 antag = blocks bursicon-induced cAMP signaling via Drosophila LGR2 | HEK293 LGR2, CRE-luciferase, bursicon-stimulated, 4 h | AID 720647 | 0.35% of 380,000 active | inhibition, % at 9.99 µM;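 active means drop in luminescence signal, shown as inhibition above about 50% in the replicate tests, limit read from the data, passing the limit was not always enough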;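 further: agonist challenge used bursicon conditioned medium at about half maximal strength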
# miR122 inh = inhibitors of miR-122 in Huh7 cells; Huh7 miR-122 Renilla luciferase sensor, 48 h; neutral wells = 0, positive control = 100; activation (reporter increase), % at 12.5 µM; 0.3% of 340,000 active;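 active means mean replicate activation score at least 90 and every replicate individually at or above 90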;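 further: higher luciferase means less miR-122 activity so hits act as miR-122 inhibitors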
# Cneo AK release = Cryptococcus neoformans lysis via adenylate kinase release; C. neoformans lysis, adenylate kinase release luminescence, 4 h; normalised: neutral wells 0, clomiphene wells 100; lysis activity, % at 15 µM; 0.2% of 360,000 active;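 active means mean lysis activity across replicates of at least 80%, whatever share of replicates individually reach that level; inactive means mean lysis activity below 80%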
#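 Test system: log-phase Cryptococcus neoformans yeast cells. Input: 5 × 10^6 yeast cells/mL. Medium: fresh YPD growth medium. Doses: single dose. Incubation: static 4 h at 37 °C with compound, 1 h detection. Measured by: luminescent adenylate kinase detection reagent. Read-out: signal increase indicating cell lysis. Benchmarks: Clomiphene.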
# CASP6 VEID inh = blocks human caspase-6 cleavage activity; 0.53% of 350,000 active; inhibition, % at 12.5 µM; purified caspase-6, Z-VEID-R110 cleavage fluorescence;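 active means mean inhibition across replicates at least about 35%, with every replicate also reaching that limit, limit read from the data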;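 further: 0% = median of neutral control wells and 100% = no fluorescence left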
# Target sequence (P55212 24-179 limits assumed): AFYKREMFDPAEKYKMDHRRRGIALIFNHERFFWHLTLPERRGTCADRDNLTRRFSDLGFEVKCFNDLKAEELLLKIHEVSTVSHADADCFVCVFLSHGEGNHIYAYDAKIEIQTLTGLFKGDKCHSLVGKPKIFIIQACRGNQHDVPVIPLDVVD
# Target sequence (P55212 194-293 limits assumed): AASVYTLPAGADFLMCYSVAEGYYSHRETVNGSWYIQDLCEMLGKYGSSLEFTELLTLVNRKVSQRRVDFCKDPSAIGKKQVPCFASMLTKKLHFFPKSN
# FN deposit inh = fibronectin deposition inhibition. AH1F fibroblasts, Alexa488-fibronectin deposition fluorescence, overnight. inhibition, % at 12.6 µM. 0.086% of 350,000 active;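 active means mean inhibition across replicates of 30% or more, regardless of how many single replicates reach that level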;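 further: positive control wells lacked labelled fibronectin entirely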
#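 Material: AH1F fibroblasts assembling fluorescent fibronectin matrix; amount: 10000 AH1F cells/well; medium: DMEM, 2% serum; reagent: Alexa488-fibronectin, 24 nM final in well; dosing: single compound dose, delivered by pin transfer; incubation: 1 h adhesion, overnight exposure; detection: fluorescence after three HBSS washes, excitation 485 nm, emission 525 nm; measure: fibronectin deposition inhibition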
# EWS-Fli inh = blocks EWS/Fli oncoprotein-driven transcription; A673 NR0B1-luciferase reporter, viability-normalised; inhibition, % at 12.6 µM; 0.67% of 350,000 active;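 active means mean inhibition of at least 50% after viability correction, with every replicate also passing that limit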;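 further: firefly luciferase signal divided by Alamar Blue viability fluorescence both relative to DMSO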
# PAX8 inh HTS = PAX8 transcriptional activity inhibition; RMG-I TPO-luciferase reporter, SteadyGlo, 24 h; inhibition, % at 12.6 µM; 1.2% of 360,000 active; AID 652154;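 active means mean replicate inhibition at least 60% with every replicate also reaching 60%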;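 further: luciferase light reporting Pax8 driven TPO promoter activity; plate controls were median of neutral control wells for no effect and mitoxantrone controls for full effect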
# PGC1a acetyl inh = PGC1a acetylation modulation, inhibitor mode | inhibition, % at 15.6 µM | U2OS PGC1a acetylation, AlphaScreen anti-acetyl-lysine; with virally co-expressed GCN5 acetyltransferase | 0.17% of 350,000 active;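 active means every replicate shows inhibition of at least 40%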;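 further: 0% = neutral control wells and 100% = positive control wells; some results beyond the cut were filed as inactive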
# * marks the source's active call; other numbers are inactive results; / = not tested or not shown; & = joins results of further samples; [ ] = remark or other dose.
SMILES	LGR2 antag	miR122 inh	Cneo AK release	CASP6 VEID inh	FN deposit inh	EWS-Fli inh	PAX8 inh HTS	PGC1a acetyl inh
Cc1ccc(C)c(N(C(=O)CNC(=O)c2ccco2)C(C(=O)NCC2CCCO2)c2ccccc2)c1 (stereo unspecified)	-9	2	5	0	3	1	-10	-17
O=c1c2c(ncn2C2CCCC2)n(Cc2ccccc2)c(=O)n1CCOc1ccc(Br)cc1	4	22	/	/	-3	/	3	/
COc1ccc(Cl)cc1N1C(=O)/C(=C\c2sccc2C)N=C1SCC(=O)NC1CC1	/	48	-4	/	-29	/	13	/
CC(C)Nc1nc(NC(C)C)nc(NS(=O)(=O)c2ccc(N)cc2)n1	/	8	1	/	7	/	/	11
Cc1ccc(N2C(=O)C(CN3CCCCC3)C2c2ccccc2)cc1 (stereo unspecified)	-17	/	/	-3	4	9	0	/
C[C@@H]1CN([C@@H](C)CO)C(=O)CCCn2cc(nn2)CO[C@H]1CN(C)C(=O)C1CCCCC1	3&1	-5[16.7 µM]	1	-1&0	-3&11	0&-5	-12&-11	-4
O=C(Cc1cc(=O)[nH]c(=O)[nH]1)NCC1CCCO1 (stereo unspecified)	11	-11	0	1	1	-5	-11	-2
C[C@@H]1CN([C@H](C)CO)S(=O)(=O)c2ccc(-c3ccc(C(=O)N(C)C)cc3)cc2O[C@@H]1CN(C)C(=O)C1CCOCC1	-1	-16[16.7 µM]	0	0	/	-36	-3	5
C/C(=N\NC(=O)Cc1c(Cl)cccc1Cl)c1cccnc1	0	/	0	-1	4	-2	3	/
COc1cccc(/C=N/NC(=O)CCn2c3ccccc3c3ccccc32)c1	-10	/	/	0	-5	2	-9	5
C[C@@H]1CN([C@@H](C)CO)C(=O)c2cc(C#Cc3ccccc3)cnc2O[C@@H]1CN(C)S(=O)(=O)c1ccccc1F	12	-1[16.7 µM]	-1	1	3	-8	-10	-10
COc1ccc(C2(C(=O)NCc3ccco3)CCCC2)cc1OC	/	-4	1	/	2	/	/	-9
CC1(Cc2cc(Cl)ccc2C(F)(F)F)C(=O)Nc2ccc(-c3ccc(F)c(Cl)c3)cc21 (stereo unspecified)	11	3	-4	-2	-9	0	19	-12
N#Cc1cccc(-c2ccc3c(c2)[C@@H]2[C@@H](CCN2Cc2cncnc2)[C@H](CO)N3)c1	-8	-2[16.7 µM]	-10	/	18	-17	-13	4
COc1cc(C)ccc1OCc1cc(C(=O)N2CCC(c3ccc(F)cc3)C2)no1 (stereo unspecified)	-71	1	-6	1	8	/	-212	5
C[C@@H]1CN([C@@H](C)CO)C(=O)Cc2cc(NC(=O)C3CCCCC3)ccc2O[C@H]1CN(C)S(=O)(=O)c1ccc(Cl)cc1	11	-4[16.7 µM]	39	1	/	10	/	3
Cc1ccc(S(=O)(=O)Nc2ccc3c(c2)C(=O)N([C@H](C)CO)C[C@@H](C)[C@@H](CN(C)S(C)(=O)=O)OCCCC[C@H](C)O3)cc1	0	-5[16.7 µM]	0	0	6	-10	-32	-1
Nc1nc(N)c2[nH]c(-c3ccccc3)nc2n1	-10	-4	0	1	3	-27	-40	10
C[C@H]1CN([C@@H](C)CO)C(=O)c2c(c3ccccc3n2C)-c2ccccc2CO[C@@H]1CN(C)Cc1ccc(F)cc1	13	/	/	2	-2	8	42	/
CCC(=O)N(C)C[C@H]1Oc2ncc(-c3ccc(C#N)cc3)cc2C(=O)N([C@@H](C)CO)C[C@H]1C	25	-6[16.7 µM]	-3	2	-2	-7	/	-11
CCOC(=O)N1CCN(C(=O)CSC2=NS(=O)(=O)c3cc(F)ccc3N2)CC1	-2	0	9	0	-3	-11	/	/
Cc1noc(C)c1S(=O)(=O)N(C)C[C@@H]1Oc2ccc(NS(=O)(=O)c3ccccc3)cc2CC(=O)N([C@@H](C)CO)C[C@H]1C	16	0[16.7 µM]	0	-4	/	-5	-3	4
Cc1cc(=O)oc2cc(OCC(=O)NCCc3c[nH]c4ccc(F)cc34)ccc12	5	0	2	1	7	/	-11	-4
CO[C@@H]1CN(C)C(=O)c2ccc(NC(=O)c3nc4ccccc4s3)cc2OC[C@H](C)NC[C@H]1C	-17	/	14	-3	11	-13	/	-30
CN(C(=O)c1cccc(NC(=O)Cc2ccc(NC(=O)C3CCN(C(=O)c4ccccc4)CC3)cc2)c1)C1CCC1	13	-5	-1	0	-1	-4	-15	1
C/C(=C\c1ccco1)C1C(C#N)=C(N)Oc2n[nH]c(-c3ccc(C)cc3)c21 (stereo unspecified)	-3	-4	0	2	/	9	/	4
CC(C)c1c(C(=O)N/N=C2\CCc3ccccc32)nnn1-c1nonc1N	0	-3	1	1	-4	-4	-3	-13
O=S(=O)(c1ccc(-n2cnnn2)cc1)N1CCN(c2ccccc2F)CC1	-13	-11	0	-1	-5	0	-11	/
CC(C)c1nnc(NC(=O)CSc2nnc(-c3ccco3)o2)s1	-14	-5	/	2	1	-3	6	2
CN(CC(=O)Nc1cccc(F)c1)C(=O)c1csc2c1CCCC2	-7	-4	1	-4	-8	-2	5	-2
O=C(OCc1c(F)cccc1Cl)c1cnc(Cl)c(Cl)c1	-2	-3	-1	-1	0	4	0	/
CCCC#Cc1cnc2c(c1)C(=O)N([C@@H](C)CO)C[C@H](C)[C@@H](CN(C)C(=O)CCN1CCCCC1)O2	-8	8[16.7 µM]	-3	-1	-2	-108	-12	1
C[C@@H]1CN([C@@H](C)CO)C(=O)c2cc(NC(=O)NC3CCCCC3)ccc2O[C@@H]1CN(C)Cc1ccncc1	-10	0[16.7 µM]	-2	4	4	2	6	12
CN(Cc1ccccc1)C(=O)CCC1CCN(C(=O)CC2=CCCCC2)CC1	-1	/	-6	1	-5	/	-9	/
CCOC(=O)c1c(C)[nH]c(C(=O)OC(C)C(=O)Nc2ccc(C)cc2)c1C (stereo unspecified)	-12	0	1	-4	-2	-7	-1	/
Cc1cc(NC(=O)CSc2nc3ccccc3n2CC(C)C)no1	-4	/	/	-2	/	5	7	/
CCOC(=O)c1sc(NC(=O)C2C3C=CC(C3)C2C(=O)O)nc1C (stereo unspecified)	5	-18	1	55*	/	-7	/	2
CCOC(=O)Nc1ccc(C(=O)/C=C/c2ccccc2)cc1	-14	15	-4	6	7	-32	-62	48
COc1ccc(NC(=O)c2ccccc2)cc1NS(=O)(=O)c1ccc(F)cc1	3	-2	3	/	-3	/	35	-8
CN(C(=O)COC(=O)c1cccs1)c1ccccc1	-1	-3	8	-3	2	-3	-11	-6
CCN(C(=O)CN1C(=O)S/C(=C\c2ccccc2OC)C1=O)C1CCS(=O)(=O)C1 (stereo unspecified)	14	-2	-4	0	-1	/	13	0
CCCCN(CCCC)NC(=O)c1ccccc1	24	/	/	-3	-6	5	1	5
Cc1ccccc1NC(=O)CN1C(=O)N/C(=C\c2ccc(N3CCOCC3)c(F)c2)C1=O	7	4	/	2	6	-3	-5	-21
CN(C)c1ccc(P(=O)(Nc2ccc([N+](=O)[O-])cc2)N2CCOCC2)c(NC(=O)c2cccs2)c1 (stereo unspecified)	8	/	/	0	-9	5	19	/
Cc1cccc(NC(=O)CCN2CCCCC2)c1	-2	0	1	-2	-1	7	-30	1
CCOc1ccc(NC(=O)CCC(=O)N/N=C/c2ccc3c(c2)OCO3)cc1	9	/	/	2	/	-8	-2	/
C[C@H](CO)N1C[C@H](C)[C@H](CN(C)C)Oc2ccc(NC(=O)Nc3ccc(F)cc3)cc2CC1=O	-19	2[16.7 µM]	2	1	/	/	-7	4
O=C(COC(=O)c1ccc([N+](=O)[O-])s1)Nc1ccccc1	2	-4	-3	/	/	/	/	12

# Quoted from the listing (two entries):
SMILES	LGR2 antag	miR122 inh	Cneo AK release	CASP6 VEID inh	FN deposit inh	EWS-Fli inh	PAX8 inh HTS	PGC1a acetyl inh
CCCCN(CCCC)NC(=O)c1ccccc1	24	/	/	-3	-6	5	1	5
Cc1ccccc1NC(=O)CN1C(=O)N/C(=C\c2ccc(N3CCOCC3)c(F)c2)C1=O	7	4	/	2	6	-3	-5	-21

# Next part
SMILES	LGR2 antag	miR122 inh	Cneo AK release	CASP6 VEID inh	FN deposit inh	EWS-Fli inh	PAX8 inh HTS	PGC1a acetyl inh
CC(C)c1ccc(C(=O)NN2CCOCC2)cc1	-4	/	2	6	/	1	-6	/
CN(C)C(CNc1ccc(C(N)=O)cc1[N+](=O)[O-])c1ccccc1 (stereo unspecified)	-1	-6	-2	-5	-4	2	4	-4
COc1ccc(/C=C(/NC(=O)/C=C/c2ccccc2)C(=O)NCCCCCC(=O)O)cc1	16	1	3	0	-2	1	18	8
O=C(Nc1ccccc1F)N1C[C@@H]2[C@H](c3ccccc31)[C@@H](CO)N2C(=O)Cc1cccnc1	-13	-14[16.7 µM]	-3	/	6	-29	-5	10
C[C@H](CO)N1C[C@H](C)[C@H](CN(C)Cc2ccccc2)Oc2ccc(NC(=O)Nc3cccc4ccccc34)cc2CC1=O	1	0[16.7 µM]	-3	1	/	2	24	/
CCOc1ccc(NC(=O)/C(C#N)=C/c2ccc(N3CCCC3)c(C)c2)cc1	-12	0	-1	/	-1	/	-35	0
CC(NC(=O)CN1CCN(c2ccccc2F)CC1)c1ccccc1 (stereo unspecified)	-2	-5	-1	3	1	-6	16	-1
Cc1noc(C)c1NC(=O)Nc1cccc2c1O[C@H](CN(C)Cc1ccc(Oc3ccccc3)cc1)[C@@H](C)CN([C@@H](C)CO)C2=O	28	-4[16.7 µM]	-2	-3	4	24	/	-25
COc1ccc(S(=O)(=O)N(C)C[C@@H]2OCCCC[C@@H](C)Oc3ccc(NS(C)(=O)=O)cc3C(=O)N([C@@H](C)CO)C[C@@H]2C)cc1	-3	6[16.7 µM]	0	-1	/	1	14	1
COc1ccc2nc3oc(C(=O)NCCCOC(C)C)cc3cc2c1	-6	3	-1	0	3	-26	-29	-14
C[C@@H](CO)NC(=O)c1nc[nH]c1C(=O)N[C@H](C)c1ccccc1	-10	-2	1	-1	-4	-10	-8	/
CCOc1ccc(NC(=O)CN(C)C(=O)c2cn3ccccc3n2)cc1OCC	13	41	-2	0	1	-4	-14	/
COc1ccc(-n2nc(C(=O)c3cccs3)cc(-c3nc4ccccc4[nH]3)c2=N)cc1	/	3	2	/	13	/	-4	14
COc1ccccc1N1CCN(C2CCCN(C(=O)c3ccsc3)C2)CC1 (stereo unspecified)	-3	/	0	-1	-3	9	26	/
COc1ccc(CNC(=O)CN(Cc2ccccc2)S(=O)(=O)c2ccc(Cl)cc2)cc1	/	13	0	/	-2	/	/	-16
Cc1[nH]c2ccc(C(C)C)cc2c1CC(=O)O	-7	0	-1	2	-5	3	15	76*
C[C@H](CO)N1C[C@H](C)[C@H](CN(C)C(=O)Nc2ccc(F)cc2)Oc2ccc(NC(=O)CCCCCC(=O)Nc3ccccc3N)cc2C1=O	-19	/	/	-3	/	10	-1	-22
CN(Cc1ccc(Cl)cc1Cl)C(=O)CNC(=O)c1ccc2c(c1)OCO2	5	/	/	8	-2	-2	17	/
CN(C)C(=O)C[C@@H]1C[C@@H]2c3cc(NC(=O)NC4CCCCC4)ccc3O[C@@H]2[C@@H](CO)O1	15	23[16.7 µM]	4	0	-1	7	-14	0

# Assay outcomes from PubChem BioAssay.
